Source: PubChem (National Center for Advancing Translational Sciences (NCATS))
TDP-43 yeast inh: rescues yeast growth from TDP-43 toxicity. TDP-43 expressing yeast growth rescue, BacTiter-Glo, 24 h. Potency, µM (top dose mostly 46.1 µM), for inactives: top-dose growth rescue (activation), usual class: activators. 410,000 tested, 1.8% active. AID 652104; also: % of control where 0% means no effect; nearly all actives have a fitted effect of over 50% in size
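Luminescence from BacTiter-Glo reports growth of TDP-43-expressing yeast after 24 hr at 30 deg C with compound. Cells were raffinose-pregrown to mid-log, then seeded in galactose medium at OD600=0.02.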
HT1080-NT tox: kills 2HG-producing HT-1080-NT fibrosarcoma cells | 360,000 tested, 1.6% active | Potency, µM (top dose mostly 46.1 µM), inactives show top-dose activity, negative = less viability, actives largely listed as cytotoxic | HT-1080-NT fibrosarcoma viability, CellTiter-Glo ATP luminescence, 48 h;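 also: NT is the 2HG producing partner of a matched IDH1 knockdown line; 0% = DMSO-treated cells and -100% = media-only wells without cells; nearly all actives have a fitted effect of over 55% in size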
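Fibrosarcoma NT cells, 750 per well in 5% FBS RPMI, were exposed to compound for 48 hours. Viability: CellTiter-Glo luminescence.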
GLP-1R inv ag: acts as inverse agonist at human GLP-1 receptor; P43220; HEK293 GLP-1R CRE-luciferase, luminescence, 24 h; GLP-1R form is constitutively active; Potency, µM (highest dose often 38.3 µM), without a hit: at the top dose activity change, negative = inhibition, hits mostly inhibitors; 410,000 tested, 1.6% active; also: % is scaled to controls: 0 for no effect and ±100 for the full control effect; nearly all actives have a fitted effect of over 55% in size
Target sequence (P43220 whole entry, looked up): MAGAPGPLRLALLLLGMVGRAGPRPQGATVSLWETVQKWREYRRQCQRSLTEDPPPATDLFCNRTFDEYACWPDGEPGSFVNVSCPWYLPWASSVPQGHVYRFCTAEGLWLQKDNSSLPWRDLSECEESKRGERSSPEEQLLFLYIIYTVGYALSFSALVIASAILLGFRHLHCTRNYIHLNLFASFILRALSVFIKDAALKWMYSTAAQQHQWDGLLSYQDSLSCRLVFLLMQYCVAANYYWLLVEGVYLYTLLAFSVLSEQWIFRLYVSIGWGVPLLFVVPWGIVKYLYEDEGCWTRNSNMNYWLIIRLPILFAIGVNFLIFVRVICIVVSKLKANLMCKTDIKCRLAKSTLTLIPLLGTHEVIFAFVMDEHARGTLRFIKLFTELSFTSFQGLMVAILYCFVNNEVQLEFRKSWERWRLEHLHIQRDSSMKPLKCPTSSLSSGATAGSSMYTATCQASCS
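Readout was luciferase luminescence, measured 12 min after detection reagent at room temperature. Beforehand, GLP-1R reporter HEK293 cells had sat 12 h, then received compounds for 24 hr at 37 deg C.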
KB-V1 cytotox: kills drug-selected multidrug resistant KB-V1 cells | KB-V1 MDR cells viability, CellTiter-Glo, 72 h | Potency, µM (top dose mostly 46.1 µM), for inactives: at the top dose activity change, negative = cytotoxicity, hits mostly cytotoxic | 400,000 tested, 3.4% active | AID 1347076; also: % is scaled to controls: 0 for no effect and ±100 for the full control effect; nearly all actives have a fitted effect of over 60% in size
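Drug-selected KB-V1 cells, grown in DMEM lacking phenol red with 10% FBS, receive compound titrations; after three days at 37 degrees C, surviving cell ATP is quantified by CellTiter-Glo luminescence and responses normalized and curve-fitted.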
GLP-1R agonist: agonists of human GLP-1 receptor | AID 624172 | P43220 | HEK293 GLP-1R CRE-luciferase, luminescence, 4-6 h; cells express a hypersensitive GLP-1R form | Potency, µM (titrated, usually from 45.6 µM), without a hit: at the top dose activation, hits mostly activators | 380,000 tested, 0.007% active; also: % of control where 0% means no effect
KB-3-1 cytotox: kills parental KB-3-1 adenocarcinoma cells | KB-3-1 viability, CellTiter-Glo ATP luminescence, 72 h | Potency, µM (doses to about 46.1 µM), for inactives: top-dose activity change, negative = cytotoxic, hits mostly cytotoxic | 400,000 tested, 1.4% active | AID 1347075; also: % is scaled to controls: 0 for no effect and ±100 for the full control effect; nearly all actives have a fitted effect of over 60% in size
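Parental KB-3-1 viability, qHTS format: 72 h compound exposure, 37 °C; CellTiter-Glo; media-only wells and DMSO plates as controls; concentration-effect fits on corrected data.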
SW480 rerep: DNA re-replication induction in SW480 cells; SW480 DNA re-replication, Hoechst DNA content imaging, 48 h; Potency, µM (doses to about 46.1 µM), for the others: top-dose re-replication activation, hits mostly activators; 340,000 tested, 1.8% active; AID 624297; also: % of control where 0% means no effect; nearly all actives have a fitted effect of over 55% in size
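Per well, 250 cells were exposed to pinned compound for 48 hr. Nuclear DNA was visualised with Hoechst (40 min, 37 C) and total object intensity recorded by fluorescence scanning.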
HEK293 tox: cytotoxicity in counter-screen for GLP-1R inverse agonists; HEK293 cAMP-luciferase reporter cells, luminescence, 24 h; Potency, µM (series often up to 38.3 µM), inactives show top-dose activity change, negative = inhibition, most hits filed as inhibitors; 410,000 tested, 0.13% active; AID 624418;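 also: loss of luciferase light is scored as toxicity; % is scaled to controls: 0 for no effect and ±100 for the full control effect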
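Here, cytotoxicity is scored as loss of luminescence. The MLSMR collection was tested on cells seeded in medium containing 10% Nu serum, with a 24 hr compound exposure preceded by 12 hours of culture.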
HT1080 IDH1KD tx: HT-1080 IDH1 knockdown cell toxicity (counter line); HT-1080 IDH1 knockdown viability, ATP luminescence, 48 h; Potency, µM (series often up to 46.1 µM), without a hit: top-dose activity, negative = toxicity, actives largely listed as cytotoxic; 360,000 tested, 2% active; AID 686971;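 also: 0% = DMSO wells and -100% = cell-free medium wells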
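Viability of IDH1-knockdown HT-1080 fibrosarcoma cells was assessed by CellTiter-Glo after 48 h at 37 °C with titrated compound; concentration-effect curves were classified by fit quality and response size.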
* hit, by the source's call; ? = inconclusive; . = no result given; [ ] = remark or other dose. Calls follow the shape of the dose curve; as a rule, active = well fitted curve in the direction sought with a large enough effect; inconclusive = small, poorly fitted or top-dose-only effect, or another doubt; inactive = no such curve, though single readings can be large; an effect the other way counts as inactive or inconclusive. Potency is read from the fitted curve at half-maximal effect.

SMILES | TDP-43 yeast inh | HT1080-NT tox | GLP-1R inv ag | KB-V1 cytotox | GLP-1R agonist | KB-3-1 cytotox | SW480 rerep | HEK293 tox | HT1080 IDH1KD tx
CCN(C[C@H]1N[C@@](CC)(C(=O)OC)[C@H]2C(=O)N(Cc3ccccc3)C(=O)[C@@H]12)C(=O)c1ccc(C)cc1 | 7% | 7% | -24% | ? | -3% | 11% | ? | -10% | -3%
COc1ccc(S(=O)(=O)N2CCOCC2)cc1NC(=O)c1ccc(S(=O)(=O)N(C)c2ccccc2OC)cc1 | 9% | 1% | -1% | -6% | -6% | 16% | -13% | -2% | -1%
CC1(C)CC(=O)c2cc(-c3nc(-c4ccccc4)cs3)c(=O)[nH]c2C1 | 18% | . | 13% | 3% | . | 10% | . | -7% | .
NS(=O)(=O)c1ccc(O)c(N2C(=O)c3cccc4c(C(=O)O)ccc(c34)C2=O)c1 | -1% | 0% | 18% | 6% | 3% | -6% | -8% | 20% | 0%
COCCNc1nnc(SC(C)C(=O)Nc2ccc(-c3nc4ccc(C)cc4s3)cc2)s1 (configuration not stated) | 2% | -21% | ? | -17% | 3% | -1% | ? | 6% | -24%
CSCCC(NC(=O)COc1ccccc1)C(=O)OCCOc1ccc(C)cc1 (configuration not stated) | -4% | -2%[9.24 µM] | -10% | ? | -1% | 3% | 10% | 2% | 6%
COc1ccccc1/C=C/C(=O)N1CCN(S(=O)(=O)c2cccs2)CC1 | 17% | -4% | 4% | -4% | 16% | -10% | -7% | 4% | -7%
Cc1ccc(C)c(NC(=S)NC(NC(=O)OCc2ccccc2)C(Cl)(Cl)Cl)c1 (configuration not stated) | 20% | -6% | ? | 15µM* | -11% | 10% | ? | -4% | -13%
C/C(CC(=O)Nc1ccc(Cl)c(C(F)(F)F)c1)=N\NC(=O)c1cc2ccccc2cc1O | 20% | ? | ? | ? | -24% | ? | ? | 0% | 16µM*
CN1OC[C@@H]2CN(Cc3ccccc3)[C@H](c3cccc(-c4ccc(C#N)cc4)c3)C[C@@H]21 | 23% | -18% | ? | -12% | 12% | -10% | -18%[9.22 µM] | 1% | ?
O=C(CN1CCCCCC1)N/N=C/c1cccs1 | -28% | 5% | 0% | -1% | -1% | -21% | -4% | -7% | 14%
CC1=C/C(=N\N=C2\NC(=O)C(CC(=O)Nc3ccccc3F)S2)CC(C)(C)C1 (configuration not stated) | 21% | -25% | ? | ? | 4% | -7% | ? | 11µM* | -27%
COc1ccc(OCC(O)CN(C)C(=O)C(C)Oc2ccccc2)cc1 (configuration not stated) | -3% | -4% | 5% | 3% | -5% | ? | 3% | 3% | -3%
Cc1oc(=O)c(NC(=O)c2cccc(Cl)c2)cc1C(=O)c1ccccc1 | ? | ? | 8% | ? | -6% | -5% | 21µM* | -20% | ?
CCN(Cc1ccccc1)S(=O)(=O)CCNC(=O)c1ccccc1 | 10% | 5% | -8% | 21µM* | 20% | 3% | -6% | -13% | 4%
Cc1cc(C)nc(NC(=O)Cc2ccc([N+](=O)[O-])cc2)c1 | 4% | 0% | -18% | 2% | 6% | 3% | -2% | -20% | 5%
CCC(CC)C(=O)Nc1ccc(C(=O)c2ccccc2)cc1 | 14% | -7% | -11% | -18% | 10% | -1% | -2% | -2% | -6%
O=C(CCN1C(=O)c2cccc([N+](=O)[O-])c2C1=O)NC1CCCCCC1 | 13% | 4% | 6% | 0% | -5% | 16% | -4% | 12% | 20%
O=C(NCCc1ccc2c(c1)OCO2)C1CCN(S(=O)(=O)c2ccc(Cl)cc2)CC1 | -13% | -16% | ? | -14% | -1% | 3% | 1% | -21% | 11%[9.24 µM]
O=C(O)c1cc(-c2ccc(-c3ccc(F)cc3)o2)nc2ccccc12 | ? | -14% | 4% | 25% | -5% | 1% | -5% | 427%[activator] | -18%
CCN(CC)S(=O)(=O)c1cc(C(=O)Nc2ccccn2)ccc1C | -27% | -7% | 0% | 23µM* | -9% | 0% | -14% | 0% | 4%
O=C(NCCc1ccc(Cl)cc1)C1COc2ccccc2O1 (configuration not stated) | 25% | -10% | ? | -16% | 8% | -11% | -2% | 8% | -2%
CN1CCOCCOc2ccccc2OCCOCC1 | -9% | 0% | 46%[activator] | 13% | -4% | 4% | -19% | 9% | 8%
COc1ccc2c(=O)c(-c3nc(C)cs3)coc2c1 | -38%[inhibitor] | -11% | -15% | -13% | -1% | -5% | -2% | 16% | -16%

Gathered by group: the compounds so far with a halogen
SMILES | TDP-43 yeast inh | HT1080-NT tox | GLP-1R inv ag | KB-V1 cytotox | GLP-1R agonist | KB-3-1 cytotox | SW480 rerep | HEK293 tox | HT1080 IDH1KD tx
Cc1ccc(C)c(NC(=S)NC(NC(=O)OCc2ccccc2)C(Cl)(Cl)Cl)c1 (configuration not stated) | 20% | -6% | ? | 15µM* | -11% | 10% | ? | -4% | -13%
C/C(CC(=O)Nc1ccc(Cl)c(C(F)(F)F)c1)=N\NC(=O)c1cc2ccccc2cc1O | 20% | ? | ? | ? | -24% | ? | ? | 0% | 16µM*
CC1=C/C(=N\N=C2\NC(=O)C(CC(=O)Nc3ccccc3F)S2)CC(C)(C)C1 (configuration not stated) | 21% | -25% | ? | ? | 4% | -7% | ? | 11µM* | -27%
Cc1oc(=O)c(NC(=O)c2cccc(Cl)c2)cc1C(=O)c1ccccc1 | ? | ? | 8% | ? | -6% | -5% | 21µM* | -20% | ?
O=C(NCCc1ccc2c(c1)OCO2)C1CCN(S(=O)(=O)c2ccc(Cl)cc2)CC1 | -13% | -16% | ? | -14% | -1% | 3% | 1% | -21% | 11%[9.24 µM]
O=C(O)c1cc(-c2ccc(-c3ccc(F)cc3)o2)nc2ccccc12 | ? | -14% | 4% | 25% | -5% | 1% | -5% | 427%[activator] | -18%
O=C(NCCc1ccc(Cl)cc1)C1COc2ccccc2O1 (configuration not stated) | 25% | -10% | ? | -16% | 8% | -11% | -2% | 8% | -2%

Later entries
SMILES | TDP-43 yeast inh | HT1080-NT tox | GLP-1R inv ag | KB-V1 cytotox | GLP-1R agonist | KB-3-1 cytotox | SW480 rerep | HEK293 tox | HT1080 IDH1KD tx
Cc1ccc(-c2c(C#N)c(N)n(-c3ccccc3)c(=O)c2C#N)cc1 | -7% | 0% | 11% | -10% | 0% | -1% | -4% | 2% | 1%
CSC1=NCCN1C(=O)c1ccc2ccccc2c1 | ? | -1% | 2% | 0% | 4% | 0% | -12% | 1% | 5%
COc1ccc(OCc2n(CC(=O)OC3CC(C)CCC3C(C)C)c3ccccc3[n+]2C)cc1 (configuration not stated) | -15% | 5.8µM* | ? | ? | 1% | 13µM* | 26% | ? | 5.8µM*
COc1ccc(OC)c(NC(=O)CSc2nc3ccccc3nc2N2CCCCC2)c1 | ? | . | ? | -18% | . | 1% | . | 3% | .
Cc1nc(N2CCN(S(=O)(=O)c3ccc(F)cc3)CC2)c2c(C)c(C)sc2n1 | -11% | 7% | 19% | ? | -5% | -1% | -3% | 16% | 16%
Cc1cn2c(=O)c(S(=O)(=O)NC(C)c3ccccc3)c(C)nc2s1 (configuration not stated) | 8% | . | -1% | 22% | . | 17% | . | -2% | .
COc1ccc(Cl)cc1C(=O)NNC(=S)NC1CCCC1 | -12%[0.397 µM] | -13% | 7% | ? | 11% | 9% | 4% | -1% | 0%
COc1cccc(S(=O)(=O)N(C)C[C@@H]2OCc3cnnn3CCCC(=O)N([C@H](C)CO)C[C@@H]2C)c1 | 0% | 8% | 4% | -9% | -5% | 11% | . | -1% | 16%
COc1ccc(S(=O)(=O)Nc2ccc3c(c2)OCCO3)cc1Cl | 26% | -12% | -4% | -24% | 6% | -18% | -49%[inhibitor] | -6% | -24%
COc1cccc(/C=N/NC(=O)c2cc(-c3cccn3C)n[nH]2)c1O | -2% | -17% | ? | -25% | -8% | ? | ? | 0% | ?
CC(=O)c1ccc(NC(=O)Nc2ccc([N+](=O)[O-])cc2C)cc1 | 24% | 8% | 1% | -27% | 1% | 4% | -6% | -27% | 24%
COc1ccc(CC(=O)NCCc2sc(-c3ccc(Cl)cc3)nc2C)cc1OC | 9% | . | -14% | 7% | . | -10% | . | -14% | .
COC(=O)Cc1ccc(NC(=O)c2ccc3c(c2)C(=O)N(Cc2cccnc2)C3=O)cc1 | -24% | -4% | 11% | -3% | -2% | 0% | -5% | -10% | -1%
CCn1ccnc1CN(C)C(=O)C1CCC(=O)N(CCc2cccc(F)c2)C1 (configuration not stated) | 8% | -12% | 0% | . | -5% | . | -10% | 1% | 8%
CC1CC(C)CN(S(=O)(=O)c2ccc3c(c2)CC(C)N3C(=O)C2CCC2)C1 (configuration not stated) | 18% | -23% | ? | -23% | 20% | -19% | -27% | -10% | -28%
O=C(NC(=S)NCc1ccccc1)c1ccc2c(c1)OCO2 | 25µM* | -6% | -5% | 1% | 1% | 0% | -5% | -18% | -8%
COC(=O)c1c(NC(=O)Cc2coc3cc(C)ccc23)sc2c1CCCC2 | 26% | . | 5% | 20% | . | -4% | . | 12% | .
O=C(Nc1cccc2ccccc12)c1onc2c1CCCC2 | 9% | -1% | -24% | -9% | 14% | -9% | 4% | -7% | -7%
CCC12CCC3c4ccc(O)cc4CCC3C1CC(O)C2O (configuration not stated) | 14% | ? | -13% | -7% | 0% | 0% | ? | ? | ?
COc1cc(/C=C2\SC(=O)N(c3cccc(Cl)c3)C2=O)cc([N+](=O)[O-])c1O | 0% | -4% | 6% | -17% | -4% | 7% | -35%[inhibitor] | -6% | -15%
